# Growth percent in the NCI-60 one-dose screen (48 h, 10 µM unless noted): 100 = growth as untreated, 0 = no growth, -100 = all killed.
# COLO 205: COLO 205 colon cancer | 7.3% of 79,000 active
# HCT-15: HCT-15 colon cancer; 5.2% of 82,000 active
# HCT-116: HCT-116 colon cancer; 7.3% of 82,000 active; AID 1794798
# NCI-H460: NCI-H460 lung cancer; 6.8% of 82,000 active; AID 1794736
# NCI-H226: NCI-H226 lung cancer; 3.5% of 79,000 active
# HT29: HT29 colon cancer. AID 1794748. 7.4% of 81,000 active
# KM12: KM12 colon cancer cells | 5% of 82,000 active
# SW-620: SW-620 colon cancer; 5.2% of 82,000 active; AID 1794795
# NCI-H322M: NCI-H322M lung cancer; 2.7% of 80,000 active
# * = called active by the depositor; . = not tested or not shown; & = joins results of further samples. Rule for the calls: active = growth percent below 10; inactive = the rest. Random draw from the library. About 11% of those tested had a hit in this group.
# The first eleven records, to show the layout:
SMILES,COLO 205,HCT-15,HCT-116,NCI-H460,NCI-H226,HT29,KM12,SW-620,NCI-H322M
S=C(NNc1ccccc1)NNc1ccccc1,93.6,103.2,108.3,94.4,89.4,118.8,94.7,87.3,102.5
COc1ccc(Nc2ncccc2NC(=O)c2cn(Cc3cccc(Oc4ccccc4)c3)nn2)cc1,101.9,78.3,92.4,96.5,93.8,101.3,84.8,105.6,82.9
CCN(CC)CCCN1C(=O)c2c(c(C)c3c(oc4ccc(O)cc43)c2C)C1=O,64.0,-77.5*,-77.9*,-25.9*,-44.7*,-40.3*,70.7,-37.0*,81.3
C=C(/C=C/[C@@H](C)[C@H]1CC[C@H]2C3=CC[C@H]4C[C@@H](O)CC[C@]4(C)[C@H]3CC[C@]12C)C(C)C,107.0,102.9,96.2,106.0,93.4,87.3,102.2,110.9,113.6
C=C(C)[C@@H]1CC[C@]2(/C=N/Nc3ccncc3)CC[C@]3(C)[C@H](CC[C@@H]4[C@@]5(C)CCCNC(C)(C)[C@@H]5CC[C@]43C)[C@@H]12,42.2,68.4,43.8,86.6,87.7,18.6,82.1,41.4,102.1
Cc1ccc(Oc2no[n+]([O-])c2-c2ccccc2)cn1,90.3,93.7,79.3,104.4,.,57.5,67.4,86.0,65.7
CS(=O)(=O)OCC1NC(=O)C(COS(C)(=O)=O)NC1=O (stereo not drawn),135.4&128.0,88.4&91.8,93.8&93.7,95.9&102.0,99.2&96.2,81.3&85.6,83.9&104.1,104.1&106.2,103.0&98.8
CCCCOc1nc(-c2cccnc2)cc(-c2ccc(OC)c(OC)c2)c1C#N,102.4,75.8,86.7,97.5,108.6,87.5,95.7,94.1,103.7
O=c1oc2ccc(Br)cc2cc1-c1cs/c(=N/N=C\c2ccc(Br)cc2)n1/N=C/c1ccc(Br)cc1,116.5,109.7,98.5,103.4,99.6,89.3,103.6,102.4,97.2
COc1ccccc1NC(=O)CC(C)=O,117.0,108.4,106.6,105.3,97.9,109.3,110.9,111.0,92.3
COc1cc(/C=C/C(=O)C(C)(C)C)cc(OC)c1OC,.,87.0,95.4,106.4,106.8,99.5,97.4,112.9,95.4

# Results, from the start:
SMILES,COLO 205,HCT-15,HCT-116,NCI-H460,NCI-H226,HT29,KM12,SW-620,NCI-H322M
S=C(NNc1ccccc1)NNc1ccccc1,93.6,103.2,108.3,94.4,89.4,118.8,94.7,87.3,102.5
COc1ccc(Nc2ncccc2NC(=O)c2cn(Cc3cccc(Oc4ccccc4)c3)nn2)cc1,101.9,78.3,92.4,96.5,93.8,101.3,84.8,105.6,82.9
CCN(CC)CCCN1C(=O)c2c(c(C)c3c(oc4ccc(O)cc43)c2C)C1=O,64.0,-77.5*,-77.9*,-25.9*,-44.7*,-40.3*,70.7,-37.0*,81.3
C=C(/C=C/[C@@H](C)[C@H]1CC[C@H]2C3=CC[C@H]4C[C@@H](O)CC[C@]4(C)[C@H]3CC[C@]12C)C(C)C,107.0,102.9,96.2,106.0,93.4,87.3,102.2,110.9,113.6
C=C(C)[C@@H]1CC[C@]2(/C=N/Nc3ccncc3)CC[C@]3(C)[C@H](CC[C@@H]4[C@@]5(C)CCCNC(C)(C)[C@@H]5CC[C@]43C)[C@@H]12,42.2,68.4,43.8,86.6,87.7,18.6,82.1,41.4,102.1
Cc1ccc(Oc2no[n+]([O-])c2-c2ccccc2)cn1,90.3,93.7,79.3,104.4,.,57.5,67.4,86.0,65.7
CS(=O)(=O)OCC1NC(=O)C(COS(C)(=O)=O)NC1=O (stereo not drawn),135.4&128.0,88.4&91.8,93.8&93.7,95.9&102.0,99.2&96.2,81.3&85.6,83.9&104.1,104.1&106.2,103.0&98.8
CCCCOc1nc(-c2cccnc2)cc(-c2ccc(OC)c(OC)c2)c1C#N,102.4,75.8,86.7,97.5,108.6,87.5,95.7,94.1,103.7
O=c1oc2ccc(Br)cc2cc1-c1cs/c(=N/N=C\c2ccc(Br)cc2)n1/N=C/c1ccc(Br)cc1,116.5,109.7,98.5,103.4,99.6,89.3,103.6,102.4,97.2
COc1ccccc1NC(=O)CC(C)=O,117.0,108.4,106.6,105.3,97.9,109.3,110.9,111.0,92.3
COc1cc(/C=C/C(=O)C(C)(C)C)cc(OC)c1OC,.,87.0,95.4,106.4,106.8,99.5,97.4,112.9,95.4
COc1cc(N(C)C)ccc1/C=C(/C#N)C(=O)N1c2ccccc2Sc2ccc(SC)cc21,106.1,98.0,93.7,98.8,98.4,98.8,96.4,97.6,102.0
CCN(CC)c1ccc(C=O)c(OCc2cn(CC(=O)Nc3ccc(Br)cc3C)nn2)c1,110.5,106.9,105.3,106.2,106.1,116.0,100.4,109.2,101.8
C=CCn1c(SC/C(=N\O)c2ccc(OC)cc2)nnc1-c1c[nH]c2ccccc12,117.9,95.7,76.4,94.7,85.1,105.8,105.3,102.4,101.5
O=C(Nc1ccccn1)c1ccc(-n2c(=O)[nH]c3ccccc3c2=O)cc1,109.5,98.7,96.6,99.5,85.7,112.9,107.1,102.8,105.5
CC(C)c1ccc(CN(C)C)c(O)c1C(C)(C)C,106.8,109.2,106.2,111.0,107.3,93.5,107.9,112.9,110.1
COc1ccc(-c2cc3cnc4ccc(Br)cc4c3oc2=O)cc1,122.0,102.3,101.3,109.0,99.9,114.9,103.2,108.3,99.7
CCOC(=O)C1=C(C)N=C2SC=C(c3ccccc3)N2[C@H]1c1cn[nH]c1-c1ccccc1,92.1,102.5,77.7,92.4,87.4,93.0,101.6,75.2,104.3
Cc1ccc2[nH]c(=O)c3c(c2c1)Oc1ncn2nc(-c4ccco4)nc2c1C3c1ccc(Cl)cc1 (stereo not drawn),108.9,91.6,89.6,99.9,92.4,100.7,99.4,99.0,96.1
CC(=O)Oc1ccc(Cl)cc1Cl,109.1,91.9,123.8,104.9,94.6,101.1,100.5,98.0,99.2
CC(C)(C)CC(C)(C)c1ccc(OCCOc2ccc(C(=O)NCCNC(=O)c3ccc4ccccc4c3O)cc2N)cc1,111.4,121.4,98.8,115.0,92.5,101.1,115.7,107.6,111.7
CC(C)[C@@H]1CC[C@@H](C)C[C@H]1OC(=O)c1ccccc1,111.8,105.3,109.9,100.8,104.4,98.8,104.5,100.8,94.9
O=c1[nH]cccc1O,113.8,85.1,110.8,101.3,93.3,109.9,119.4,99.4,96.3
CC(=O)c1c(C)[nH]c(-c2nc3ccc(N4CCN(C)CC4)cc3[nH]2)c1-c1ccc2c(c1)OCCO2,12.7,8.5*,32.1,62.7,47.9,14.2,48.9,59.7,45.8
Cc1ccc(/C=N/Nc2nc(Nc3ccccc3)nc(Nc3ccc(S(N)(=O)=O)cc3)n2)cc1,83.9,53.5,51.3,54.7,79.3,54.8,66.0,92.3,90.8
Nc1[nH][nH]c(=O)c1N=Nc1ccccc1,112.0&106.8,106.0&96.3,101.7&104.3,117.4&99.8,91.8&105.9,88.8&107.2,106.4&104.9,114.1&97.5,101.7&128.7
COc1ccc(-n2c(-c3sc(NC(C)=O)nc3C)n[nH]c2=S)cc1,112.3,103.7,102.4,109.2,103.8,104.1,104.0,99.3,.
CC(C(=O)O)c1ccc(-c2ccccc2)c(F)c1 (stereo not drawn),121.6,113.2,105.4,109.1,97.6,108.3,108.4,105.8,109.8
CC(C)C[C@H](N)C(=O)N=S(N)(=O)c1cccc(F)c1 (stereo partly drawn),110.1,103.2,92.4,92.5,77.3,95.3,98.5,100.7,104.6
N#Cc1cnn2c(-c3ccc(Cl)cc3)nc(NCCc3ccccc3)nc12,.,102.8,81.5,99.0,105.3,80.7,88.0,98.1,83.5
CCCC1Cc2cc(-n3nc(C)c4c3CC(C)(C)CC4=O)cc(NC3CCC(O)CC3)c2C(=O)N1 (stereo not drawn),14.0,26.1,15.4,18.0,47.7,11.6,15.5,20.4,50.5
COc1cccc(Cn2c(-c3nonc3N)nc3ccccc32)c1,-53.3*,24.1,18.3,6.5*,49.2,-5.4*,.,14.4,38.8
COc1cc2nc3sc4c(n3c(=O)c2cc1OC)C(=O)N(c1ccc(C(=O)OC(C)C)cc1)C4=O,135.1,103.9,99.9,108.1,97.9,106.6,101.1,115.0,109.3
CC(=O)Oc1ccccc1C(=O)Nc1ccc(C(=O)/C=C/c2ccc(O)cc2)cc1,131.4,95.1,99.8,121.8,98.2,112.9,104.8,113.1,106.1
OC1(c2ccc(Cl)cc2)CCCCC1,109.4,108.2,98.1,108.1,104.8,105.2,114.0,121.2,113.9
COC(=O)c1ccc(NC(=O)c2c(C)[nH]c3ccc([N+](=O)[O-])cc3c2=O)cc1O,103.1,85.6,90.9,97.0,98.2,110.8,97.3,105.2,93.0
CN(C)CCOC1(Cc2ccc(F)cc2)CCC(C(C)(C)C)CC1 (stereo not drawn),93.6,99.8,90.0,94.2,96.0,87.3,110.1,77.7,109.0
CCCCCN(C)c1ncnc2[nH]ncc12,115.8,99.8,98.1,97.4,125.4,105.1,113.6,100.4,107.5
COc1ccc(/C=N/c2n[nH]c(Nc3ccc(OC)cc3)n2)cc1,120.2,109.9,112.1,111.7,117.9,114.5,110.7,102.3,115.2
Nc1cccc(-c2nc3sccn3c2-c2ccnc(NCCNS(=O)(=O)c3ccc(C(F)(F)F)cc3)n2)c1,58.8,47.3,55.1,43.5,29.3,45.7,61.5,100.2,42.4
CC/C(=C(/c1ccc(O)cc1)c1ccc(OCCN(C)C(=O)COCCOCCNC(=O)c2ccc3c(c2)CN([C@@H]2CCC(=O)NC2=O)C3=O)cc1)c1ccccc1,79.3,106.3,102.5,114.1,65.4,86.0,95.5,60.6,85.2
S=C(Nc1cccc2ccccc12)Nc1cccc2ccccc12,113.8&99.8,99.5&100.8,100.2&101.6,107.7&104.1,96.5&98.4,112.2&104.8,98.3&102.3,103.2&98.4,86.2&107.5
N#C/C(=C\c1ccc(-c2ccc(Cl)cc2)o1)c1ccccc1,107.8,72.9,70.5,65.9,53.0,85.5,85.7,79.4,79.7
CCN(CC)S(=O)(=O)c1ccc(OC)c(NC(=O)c2[nH]c(C)c3c2CCCCC3=O)c1,35.6,18.9,33.7,53.4,50.0,14.5,47.9,67.0,44.0
CCN(CC)C(=O)c1cc[n+](CC)cc1,83.5,101.0,100.5,98.8,98.3,99.1,94.8,96.8,87.9
Cc1cc(=O)n2nc(-c3cn(C)c4ccc(Cl)cc34)sc2n1,93.7,86.4,86.3,78.6,67.3,104.4,94.1,97.6,97.2
CN(C)Cc1cc(C(=O)/C=C/c2ccc(C(=O)O)cc2)cc(CN(C)C)c1O,116.3,112.0,88.6,108.3,96.6,106.0,112.5,97.2,109.9
CN(C)c1nn2c(-c3ccccc3)nnc2o1,106.1,96.9,111.4,112.4,101.5,109.1,104.7,111.5,111.9
CC(=O)OC(COS(=O)(=O)c1ccc(C)cc1)Cn1cnc2c1c(=O)n(C)c(=O)n2C (stereo not drawn),99.4,107.5,99.5,100.4,94.0,102.1,102.5,97.8,99.8
c1ccc2c(c1)CCCC2c1cc2ccccc2s1 (stereo not drawn),93.4,102.0,93.3,99.6,85.5,100.8,91.5,93.1,85.1
CCCCn1c(C)nc2ccc(Nc3nc(N4CCCC4)nc4nc[nH]c34)cc21,93.5,99.8,82.8,92.5,71.5,85.9,95.3,92.1,95.9
S=c1[nH]nc(-c2cc(-c3ccncc3)n(-c3ccccc3)n2)o1,129.4,126.1,106.8,101.0,107.5,102.9,117.4,91.7,96.1
Cc1nc2ccc(Cl)cn2c1-c1nnc(SCc2ccc([N+](=O)[O-])cc2)o1,104.6,60.3,58.4,49.5,56.4,83.9,72.9,76.1,63.6
COc1ccc(OC)c(C(=O)c2ccc([N+](=O)[O-])cc2)c1,109.1,88.5,98.3,111.5,100.5,104.9,108.6,107.0,118.0
CC(=O)c1c(C)n(CCO)c2c1c(C)nc1ccccc12,104.0,101.7,93.9,110.1,104.7,96.2,91.5,100.2,99.6
COc1cc(OCc2cccc(Br)c2C)cc(OC)c1C=O,93.4,80.6,68.0,75.8,29.3,75.0,94.5,88.6,92.6
CCCCN(CCCC)CCC(C)(O)c1cc2ccccc2c2ccccc12 (stereo not drawn),92.7,82.2,65.6,90.1,106.6,39.7,83.8,69.5,73.5
CC(Nc1ccccc1)c1cccs1 (stereo not drawn),91.4,105.6,92.0,106.5,.,96.9,99.9,95.1,97.5
Cc1c(C(=O)c2ccc3c(c2)OCO3)ccc2c1OCO2,.,94.2,83.3,105.5,.,95.9,79.3,92.8,89.8
O=C(O)C1=NN(c2cc(Cl)c(S(=O)(=O)O)cc2Cl)C(=O)C1,107.3,110.6,109.0,111.0,106.6,101.9,118.1,112.2,107.6

# Other results follow:
SMILES,COLO 205,HCT-15,HCT-116,NCI-H460,NCI-H226,HT29,KM12,SW-620,NCI-H322M
O=C1CC[C@@H](C(=O)N[C@H]2CSSC[C@@H](C(=O)N/C=C/c3ccc(O)cc3)NC(=O)[C@H](Cc3ccccc3)NC(=O)[C@@H]3CCCN3C(=O)[C@@H]3CCCN3C2=O)N1,101.9,97.0,99.7,102.2,93.5,99.8,97.9,97.2,108.3
Cc1ccc(NC2CC(=O)N(c3c(C)cc(C)cc3C)C2=O)c(C)c1 (stereo not drawn),122.8,105.5,104.9,107.9,109.4,106.0,102.2,100.6,100.5
CCOC(=O)CCC1=C(C)c2cc3cc(C)c(cc4cc(C)c(cc5nc(cc1n2)C(CCC(=O)OCC)=C5C)[nH]4)[nH]3,108.7,100.7,107.2,104.4,94.2,105.7,100.7,106.1,107.4
c1coc(-c2cc(-c3cc(-c4ccco4)on3)no2)c1,112.8,100.6,103.3,111.2,94.3,109.8,106.9,107.6,100.8
COc1ccccc1N=C(N)Nc1ccccc1OC,118.6,109.5,79.5,104.3,101.2,104.0,113.7,102.0,105.1
CC(=O)c1cnn(-c2cc(=O)[nH]c3ccc(Br)cc23)c1C,109.7,102.1,97.7,117.2,67.6,105.7,97.6,104.1,83.9
Cc1c(Cl)cccc1C(=O)Nc1nc2c(s1)CN(C(=O)c1ccc(C(F)(F)F)cc1)CC2,6.9*,15.0,8.9*,0.9*,50.9,1.6*,18.9,18.6,45.2
O=C1/C(=C/C=C/c2ccco2)SC(=S)N1Cc1ccccc1,121.3,65.0,91.0,95.2,95.2,110.4,78.6,94.2,91.8
